Assay outcomes as filed in PubChem.
Giardia killer = kills Giardia lamblia; 0.15% of 340,000 active; activity change, % at 7.66 µM, hits read low; Giardia lamblia trophozoite viability; in the data active = activity change below about -80%; inconclusive = between about -30% and that limit;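 also: parasites exposed to compound for two days anaerobically before the ATP read; % is scaled to controls: 0 for no effect and ±100 for the full control effect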
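Anaerobic 48 hrs incubation at 37 deg C of 100 trophozoites/well with test compounds; ATPLite 1-Step luminescence, 15-30 min RT, reports cellular ATP as viability.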
p53 reactivator = re-activators of mutant p53; Potency, µM (series often up to 92.2 µM), for inactives: at the top dose activity change, positive = activation, usual class: activators; 0.063% of 320,000 active; H1299 p53-A138V BP100-luciferase reporter, luminescence, 24 h; also: potency is read from the fitted curve at half-maximal effect; % of control where 0% means no effect; nearly all actives have a fitted effect of over 45% in size
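p53-null H1299 cells stably carrying temperature-sensitive p53-A138V and a BP100-luciferase reporter were pinned with compounds (4-point, 1:5 series) and held 24 hrs at 37 deg C. Luminescence was read 10 min after detection reagent.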
BRCA1 expr up = increases BRCA1 expression; MCF7-BRCA1-FFLuc reporter, luminescence, 48 h; response scale: scaled: vehicle 0%, 10 µM genistein 100%; Potency, µM (series often up to 46.1 µM), inactives show at the highest dose activation, hits mostly activators; 1.1% of 380,000 active; also: potency is read from the fitted curve at half-maximal effect; nearly all actives have a fitted effect of over 80% in size; some results filed as inactive show a strong effect at the top dose
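First, MCF7-BRCA1-FFLuc cells (2000/well) attach for 2 h; next, compounds are pin-added and incubated 48 h at 37 °C; finally, luciferase reagent is added and luminescence read after 15 min.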
ELG1 genotox = induces genotoxicity in HEK293T cells with luciferase-tagged ELG1; AID 504466; Potency, µM (top dose mostly 46 µM), without a hit: top-dose activity change, positive = activation, most hits filed as activators; HEK293T ELG1-luciferase reporter, luminescence, 16 h; 1.3% of 330,000 active; also: potency is read from the fitted curve at half-maximal effect; % of control where 0% means no effect; nearly all actives have a fitted effect of over 60% in size
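Reporter readout depends on ELG1 protein level, which increases with genetic stress. After 16 hr compound exposure at 37 °C, luciferase activity was quantified using ONE-Glo.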
Active calls of the source: *; ? = inconclusive; [ ] = another dose, or the depositor's remark. Unless noted, calls follow the shape of the dose curve; as a rule, active = well fitted activation curve with a large enough effect; inconclusive = small, poorly fitted or top-dose-only effect; inactive = no such curve, though single readings can be large or run the other way. An excerpt (hit frequency here may not be typical).

SMILES	Giardia killer	p53 reactivator	BRCA1 expr up	ELG1 genotox
C=CC[C@@H](CC(=O)N(CCO)Cc1ccccc1)C(=O)N[C@H](COC(=O)[C@@H](CC=C)Cc1ccc(F)cc1)c1ccccc1	2	1%	-61%	-5%
O=C(c1cc(C2CC2)nn1-c1ccccc1)N1CCN(c2ccccc2O)CC1	2	-6%	-48%	-5%
COc1ccc(CN(C)C(=O)Cn2cnc(C(=O)Nc3ccc(C)c(C)c3)n2)cc1OC	-23	14%	17%	2%
COc1cccc(OC)c1C(=O)Nc1cccc(S(=O)(=O)Nc2ccccc2Cl)c1	0	-3%	0%	6%
COc1ccc(S(=O)(=O)N2CCN(C(=O)c3cc(C)nc4ccccc34)CC2)cc1OC	11	-5%	5%	-1%
COc1cccc(NC(=O)COC(=O)c2ccc3ccccc3n2)c1	16	10%	-7%	-1%
N#Cc1ccc(C#Cc2ccc3oc4ccccc4c(=O)c3c2)cc1	-5	5%	8%	1%
O=C(NCc1ccc(OC(F)(F)F)cc1)c1cccc2c1C(=O)c1ccc(N3CCC(Cc4ccccc4)CC3)cc1S2(=O)=O	7	-2%	-38%	0%
CC[C@]1(C(=O)OC)[C@H]2C(=O)N(Cc3ccccc3)C(=O)[C@H]2[C@H]2CN(C)C(=NCc3ccccc3)N21	2	4%	24%	6%
COc1ccc(-c2sc3ccccc3c2-c2ccc(OCCN3CCOCC3)cc2)cc1	-27	1%	-3%	-3%
CC(C)(C)c1ccc(S(=O)(=O)N2CCNC(=O)C2)cc1	10	0%	-3%	4%
CN1CC(=O)N(CC(=O)Nc2cccc3ccccc23)C1=O	13	0%	0%	0%
O=C(Cn1cnc2ccccc21)OCC(=O)N1CCCCC1	10	1%	2%	-2%
CCN1CCN(C(=O)C(Cc2ccccc2)NC(=O)c2ccc(Cl)c(S(=O)(=O)N(C)C)c2)CC1 (centres undefined)	6	-6%	-4%	-1%
Cc1ccc(NC(=O)CCc2ccccc2)cc1S(=O)(=O)N1CCOCC1	0	3%	-22%	-2%
CCOC(=O)C1=CN(Cc2cccc(F)c2)S(=O)(=O)NC1c1ccc(Br)cc1F (centres undefined)	-12	-23%	-29%	1%
Cc1nn(CC(=O)N(CC(C)C)C2CCS(=O)(=O)C2)c(C)c1[N+](=O)[O-] (centres undefined)	2	2%	-7%	0%
NC(=O)c1ccc(NC(=O)COC(=O)CCN2C(=O)c3ccccc3C2=O)cc1	16	5%	1%	0%
Cc1cc(=O)oc2cc(OCC(=O)NC3CCCCC3)c(Cl)cc12	12	-1%	26%	0%
COc1ccc2[nH]c3c(c2c1)CCN1C(=O)C(CC(=O)NCC24CC5CC(CC(C5)C2)C4)C[C@H](C(=O)N(C(C)C)C(C)C)[C@@]31C (some centres undefined)	-1	3%	-35%	-4%
N#Cc1ccc(C23OCCN2CCn2nc4ccccc4c23)cc1 (centres undefined)	18	-8%	-3%	2%
CCOC(=O)C1CCN(C(=O)COC(=O)/C=C/c2ccc([N+](=O)[O-])cc2)CC1	18	-1%	-5%	2%
COc1ccc(CCNC(=O)COC(=O)Cc2ccccc2[N+](=O)[O-])cc1	-14	-2%	-10%	1%
Cn1cncc1C#Cc1ccc2c(=O)c3ccccc3oc2c1	-14	13%	?	17%
O=C(O)C1CCN(C(=O)CSc2nnc(-c3ccccc3)o2)CC1	7	0%	0%	-2%
SMILES	Giardia killer	p53 reactivator	BRCA1 expr up	ELG1 genotox
CN(c1ccccc1)S(=O)(=O)c1ccc(C(=O)N2CCN(c3ccccc3F)CC2)cc1	9	13%	-16%	-1%
C[C@@H]1CN([C@H](C)CO)C(=O)c2cc(NC(=O)C3CCCCC3)ccc2O[C@@H]1CN(C)Cc1ccncc1	-7	0%	0%	10%
CCOC(=O)C1CCCN(C(=O)CN2C(=O)c3ccccc3S2(=O)=O)C1 (centres undefined)	7	25%	2%	0%
CCN(CC)C(=O)[C@H]1CC(CC(=O)NCCc2ccccn2)C(=O)N2CCc3c([nH]c4ccccc34)[C@]12C (some centres undefined)	-5	-3%	16%	2%
Nc1c(C(=O)OCC(=O)Nc2cccc([N+](=O)[O-])c2)[nH]c(=O)[nH]c1=O	18	-6%	2%	0%
COc1ccc2[nH]c3c(c2c1)CCN1C(=O)C(CC(=O)NCc2ccco2)C[C@H](C(=O)N2CCOCC2)[C@@]31CCC1CCCC1 (some centres undefined)	7	-8%	-30%	0%
CSc1nc(N)nc2c1ncn2CC(=O)NCCCc1ccccc1	3	-5%	0%	-3%
COc1ccc(-c2sc3cc4c(cc3c2-c2ccc3c(c2)OCCO3)OCO4)cc1	-5	-1%	12%	0%
COc1ccc(-c2c(C#Cc3ccsc3)c3cc(-c4ccc5c(c4)OCCO5)ccc3n2C)cc1	-17	8%	-3%	-1%
O=C(COC(=O)c1cc(Cl)ccc1[N+](=O)[O-])NC1CC1	-20	13%	-4%	1%
CC(C)[C@@H](CO)N(C)S(=O)(=O)c1ccccc1Br	33[activator]	5%	8%	3%
CCN(CC(=O)NCc1cccs1)C(=O)c1ccc(S(=O)(=O)N(C)c2ccccc2)cc1	-5	-1%	-13%	-3%
Cc1ccc(NC(=O)COc2ccc(Br)cc2CO)cc1S(=O)(=O)N1CCOCC1	-21	-10%	-20%	-12%
CC(=O)Nc1ccc(S(=O)(=O)NCCC(=O)NC(C)c2cccs2)cc1 (centres undefined)	8	4%	2%	1%
COc1ccc(-c2nn(-c3ccccc3)cc2CNC[C@H]2O[C@@H](n3cnc4c(N)ncnc43)[C@H](O)[C@@H]2O)cc1	-1	-2%	-5%	-4%
O=C(Cn1[nH]c(=O)c2ccccc2c1=O)NCCN1C(=O)S/C(=C\c2ccccc2)C1=O	19	-3%	-55%	-2%
CN(Cc1ccccc1)C(=O)c1ccccc1C(=O)OCC(=O)N(Cc1ccccc1)C(C)(C)C	9	0%	-11%	-7%
C[C@H](CO)N1C[C@H](C)[C@@H](CN(C)S(=O)(=O)c2cccs2)Oc2c(NC(=O)NC3CCCCC3)cccc2C1=O	3	-4%	-37%	-1%
CC(OC(=O)CNC(=O)C1CCCCC1)C(=O)NCc1ccccc1 (centres undefined)	-10	10%	17%	1%
CC(=O)Nc1ccc(C=NNc2ccc([N+](=O)[O-])cc2S(=O)(=O)Nc2ccccc2C(=O)O)cc1	-2	-1%	-10%	3%
CC1CCCCN1C(=O)COC(=O)Cc1c[nH]c2ccccc12 (centres undefined)	-20	1%	13%	0%
CN(C(=O)CSc1nc2ccc(Cl)cc2[nH]1)C1CCS(=O)(=O)C1 (centres undefined)	-2	2%	-10%	0%
CCCN=C1N(CC)C[C@@H]2[C@@H]3C(=O)N(C)C(=O)[C@@H]3[C@](C)(C(=O)OC)N12	0	10%	7%	9%
COc1ccc(N(C)S(=O)(=O)c2cccc(C(=O)OCC(=O)N(C)c3ccccc3)c2)cc1	-13	-5%	-32%	-9%
Cc1ccc(S(=O)(=O)N(C)C)cc1NC(=O)c1cc(-c2ccncc2)nc2ccccc12	-18	3%	-14%	-8%
SMILES	Giardia killer	p53 reactivator	BRCA1 expr up	ELG1 genotox
CC(C)N(C(=O)[C@H]1C[C@H](CC(=O)NCCc2ccccn2)C(=O)N2CCc3c([nH]c4cc(-c5ccco5)ccc34)[C@]12C)C(C)C	11	-5%	-29%	-6%
COc1ccc(CNC[C@H]2O[C@@H](n3cnc4c(N)ncnc43)[C@H](O)[C@@H]2O)cc1OC	-7	11%	-31%	2%
O=C(OCC(=O)N1CCC(c2ccccc2)=N1)c1ccc(Cl)s1	4	2%	0%	1%
Cc1ccc(C)c(N2CCN(C(=O)CCc3nc(-c4ccccc4F)no3)CC2)c1	23	6%	-15%	-3%
COc1ccc(CNCCS(=O)(=O)NC2CCCC2)cc1	5	-9%	2%	7%
OC(c1ccccc1)(c1ccccc1)C1CCN(C(=S)Nc2ccc(F)cc2)CC1	2	-2%	0%	-1%
O=C1CCCC/C=C\C[C@H](CC(=O)N(CCO)Cc2ccccc2)C(=O)NC[C@H](c2ccccc2)O1	3	4%	0%	1%
Cc1cccc(NS(=O)(=O)c2ccc(C)c(C(=O)NCc3cccnc3)c2)c1	-12	-5%	-19%	-1%
CC(C)(C)OC(=O)C[C@@H]1C/C=C\C[C@@H](CC(=O)NCCO)C(=O)N[C@H](Cc2c[nH]c3ccccc23)COC1=O	15	1%	-8%	0%
COc1ccccc1C(=O)NC(=O)COC(=O)c1nccnc1N	-1	-4%	-9%	7%
CCN(c1ccccc1)S(=O)(=O)c1ccc(C(=O)NCC(=O)Nc2ccc(F)c(F)c2F)cc1	-15	1%	-24%	-5%
COc1ccc(C2CC(c3ccc(C(F)(F)F)cc3)=NN2c2ccc(S(N)(=O)=O)cc2)cc1 (centres undefined)	0	0%	-29%	-5%
O=C(c1ccccc1)c1ccc(C(=O)N2CCN(c3ccc(O)cc3)CC2)cc1	4	2%	-9%	-4%
Cc1c(NC(=O)c2ccc(NS(=O)(=O)c3ccc(F)c(F)c3)cc2)c(=O)n(-c2ccccc2)n1C	20	2%	1%	-1%
Cc1noc(C)c1C(=O)OCC(=O)NCCc1ccc(S(N)(=O)=O)cc1	-14	-1%	-11%	-2%
CC(=O)c1ccc(N(CC(=O)NC2CCS(=O)(=O)C2)S(=O)(=O)c2ccc(C)cc2)cc1 (centres undefined)	0	1%	0%	-1%
O=C1[C@@H](Oc2ccccc2)[C@@H](c2ccccc2)N1c1ccccc1	-21	2%	-7%	8%
Cc1ccc(S(=O)(=O)N2[C@@H](c3ccc(C(C)C)cc3)C(C(=O)O)=C[C@H]2C(C)(C)C)cc1	-5	8%	-15%	0%
O=c1cc(-c2ccsc2)oc2ccc(-c3ccc4cc[nH]c4c3)cc12	-11	15%	5.6µM*	?
CC[C@]12c3[nH]c4ccccc4c3CCN1C(=O)C(CC(=O)NCC13CC4CC(CC(C4)C1)C3)C[C@@H]2C(=O)N1CCN(C(=O)c2ccco2)CC1 (some centres undefined)	11	2%	-50%	-9%
O=C(C[C@H]1C/C=C\CCC(=O)OC[C@H]2CCCN2C1=O)NCCO	-4	4%	16%	1%
CN(CC(=O)Nc1cccc(Cl)c1)C1=NS(=O)(=O)c2ccccc21	1	-7%	3%	0%
CC(C)CCN(C(=O)c1ccccn1)c1c(N)n(Cc2ccccc2)c(=O)[nH]c1=O	-23	-3%	11%	-1%
COc1ccc(OCC(=O)NC2CCSc3ccccc32)cc1 (centres undefined)	-4	2%	11%	-5%
COc1ccc(C(C)(C)C)cc1NC(=O)COC(=O)CN1C(=O)NC2(CCCCC2C)C1=O (centres undefined)	8	-1%	19%	0%
SMILES	Giardia killer	p53 reactivator	BRCA1 expr up	ELG1 genotox
COc1ccc(O)c(C(=O)c2cnn(C(=O)c3cccc(S(=O)(=O)N(C)C)c3)c2)c1	1	-3%	21%	-2%
COc1ccc(N(Cc2ccccc2)C(=O)OC(C)(C)C)c(C(=O)N(C)OC)c1	?	-18%	1%	0%
Cn1cccc1C(=O)NC(=O)COC(=O)c1ccc(S(C)(=O)=O)cc1	13	3%	3%	2%
COc1ccc2sc(-c3ccc(S(C)(=O)=O)cc3)c(C(=O)NCCCN3CCCC3=O)c2c1	-21	-4%	15%	-9%
NC(=O)Cc1ccc(C(=O)CSc2nnc(-c3ccncc3)n2C2CC2)s1	-30	18%	-1%	3%
COc1cc(/C=C/C(=O)OCC(=O)NC2CCCCCCC2)ccc1O	-6	-2%	-11%	0%

Reprinted at random: 6 compounds from above
SMILES	Giardia killer	p53 reactivator	BRCA1 expr up	ELG1 genotox
COc1ccc(O)c(C(=O)c2cnn(C(=O)c3cccc(S(=O)(=O)N(C)C)c3)c2)c1	1	-3%	21%	-2%
NC(=O)Cc1ccc(C(=O)CSc2nnc(-c3ccncc3)n2C2CC2)s1	-30	18%	-1%	3%
Cn1cccc1C(=O)NC(=O)COC(=O)c1ccc(S(C)(=O)=O)cc1	13	3%	3%	2%
COc1cc(/C=C/C(=O)OCC(=O)NC2CCCCCCC2)ccc1O	-6	-2%	-11%	0%
COc1ccc2sc(-c3ccc(S(C)(=O)=O)cc3)c(C(=O)NCCCN3CCCC3=O)c2c1	-21	-4%	15%	-9%
COc1ccc(N(Cc2ccccc2)C(=O)OC(C)(C)C)c(C(=O)N(C)OC)c1	?	-18%	1%	0%
